Screening data as filed in PubChem BioAssay.
APJ agonist: activates the human apelin receptor APJ; 330,000 tested, 0.11% active; AID 2520; P35414; activation, % at 20 µM; CHO-K1 APJ PathHunter beta-arrestin, luminescence; 0% DMSO wells, 100% apelin;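 active = activation more than six SD over the plate average, tested at 20 µM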;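 also: 0% = DMSO alone and 100% = apelin-13 at 10 nM; some results filed as inactive read as strong as hits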
Target sequence (P35414 whole entry, looked up): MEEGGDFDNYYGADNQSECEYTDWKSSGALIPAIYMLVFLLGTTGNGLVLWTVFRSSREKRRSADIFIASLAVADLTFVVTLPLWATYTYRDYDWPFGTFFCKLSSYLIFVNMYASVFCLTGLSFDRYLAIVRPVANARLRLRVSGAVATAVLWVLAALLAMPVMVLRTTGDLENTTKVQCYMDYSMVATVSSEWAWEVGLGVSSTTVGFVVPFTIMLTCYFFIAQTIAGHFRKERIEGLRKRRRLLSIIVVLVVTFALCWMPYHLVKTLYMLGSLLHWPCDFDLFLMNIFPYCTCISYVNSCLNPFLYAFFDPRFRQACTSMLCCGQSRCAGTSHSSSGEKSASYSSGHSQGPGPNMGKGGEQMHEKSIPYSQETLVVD
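Incubation: overnight seeding, 90 min compound at 25 °C, 1 h detection; test system: PathHunter CHO-K1 APJ (AGTRL-1) beta-arrestin reporter cells; amount: 1000 cells/well; doses: one dose, 20 µM compound, 1% DMSO; measured by: beta-gal luminescence; measure: agonist-driven arrestin binding to APJ; benchmarks: negative DMSO alone, positive Apelin-13 at 10 nM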
TIM10 inh: growth inhibitors of TIM10 yeast strain. S. cerevisiae TIM10 strain growth, BacTiter-Glo luminescence, 24 h. inhibition, % at 10 µM. 330,000 tested, 1.4% active. AID 463195;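 active = inhibition of 40% or more at the single tested concentration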;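 also: wild-type TIM10 isogenic control strain grown at permissive 25 °C; 0% = DMSO yeast wells and 100% = minimal medium wells without yeast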
CHOP UPR activ: apoptotic UPR (CHOP) activation | 330,000 tested, 0.34% active | activation, % at 10 µM | CHO-CHOP luciferase reporter, luminescence; percent of tunicamycin response over DMSO baseline | AID 449763;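 active = at 10 µM dose, activation of 40% or more, normalized to positive control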;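 also: 100% = tunicamycin at 10 µg/mL and 0% = DMSO alone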
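System: CHO CHOP reporter cells. Amount: 500 cells per well. Buffer or medium: F12 medium, 10% FBS. Compound dosing: one dose, 10 µM in 0.5% DMSO. Incubation: 6 h compound exposure at 37 °C after overnight seeding. Technique: Steady-Glo luciferase luminescence. Benchmarks: tunicamycin and DMSO controls.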
GRIN3A LBD mod: modulates the human NR3A ligand-binding domain; 340,000 tested, 2.5% active; AID 1259313; Tm shift relative to glycine control, % at 25 µM; NR3A LBD differential scanning fluorimetry, Tm shift; 0% = protein alone, 100% = glycine-bound protein;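 active = melting temperature shift of at least 10% of the positive control shift, at one fixed dose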
Mdm2 MdmX PPI: disrupts the human Mdm2-MdmX interaction | SaOS-2 split-luciferase Mdm2/MdmX complementation, luminescence | inhibition, % at 8 µM | 330,000 tested, 3% active | AID 485346;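 active = inhibition of at least 50% at 8 µM in the primary screen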
tim10-1 inh: tim10-1 yeast growth inhibition; inhibition, % at 20 µM; 330,000 tested, 2.2% active; S. cerevisiae tim10-1 ts strain growth, BacTiter-Glo, 24 h;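 active = inhibition of at least 40%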;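 also: mutant grown at 25 °C; 0% = DMSO wells with yeast and 100% = wells holding no yeast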
XBP1 UPR activ: activators of adaptive arm of unfolded protein response (XBP1); CHO-XBP1 luciferase reporter, IRE1-XBP1 UPR activation, luminescence; percent of tunicamycin response, DMSO as zero; activation, % at 20 µM; 330,000 tested, 0.33% active; AID 463104;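 active = versus positive control, 20 µM dose yields 30% or more activation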;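 also: 100% = tunicamycin at 10 µg/mL and 0% = DMSO only wells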
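Material – CHO cell line with stable XBP1 luciferase reporter · Buffer or medium – F12 plus 10% FBS · Compound – single point, 20 µM final compound, 1% DMSO · Schedule – 16-18 h cell attachment at 37 °C, then 6 h compound exposure · Signal – Steady-Glo luminescence read · Benchmarks – high control tunicamycin 10 µg/mL final, low control DMSO vehicle only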
tim23-1 inh: inhibits growth of tim23-1 mutant yeast. S. cerevisiae tim23-1 growth, BacTiter-Glo luminescence, 24 h. inhibition, % at 20 µM. 330,000 tested, 1.3% active. AID 463212;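 active = growth inhibition of the mutant yeast at or above 50%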;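 also: temperature-sensitive mutant grown at 25 °C; plate controls were DMSO-treated mutant yeast for no effect and medium wells lacking yeast for full effect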
NLRP3 yeast inh: NALP3 inhibition in yeast; 330,000 tested, 0.39% active; inhibition, % at 10 µM; AID 2825; Yeast reconstituted NLRP3/ASC/caspase-1, beta-gal luminescence, 24 h;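 active = inhibition of 50% or more; inactive = inhibition below 50%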;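 also: plate controls were induced DMSO wells for no effect and uninduced yeast grown without galactose for full effect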
* marks the source's active call; other numbers are inactive results; . = no result given.

mol | APJ agonist | TIM10 inh | CHOP UPR activ | GRIN3A LBD mod | Mdm2 MdmX PPI | tim10-1 inh | XBP1 UPR activ | tim23-1 inh | NLRP3 yeast inh
CCOC(=O)C1=C(C)Nc2ncnn2C1c1ccc2c(c1)OCO2 (stereo not given) | 1 | 4 | -1.6 | 0 | 4 | 7 | 0 | -5 | 2
Cc1ccc(C(=O)NCC(=O)N2CCCN(S(=O)(=O)c3ccc(C)cc3)CC2)cc1 | -1 | -3 | 1.3 | 0 | -21 | 18 | -1 | 7 | 6
Cc1ccccc1CN(C)CC(=O)NC(C)CCc1ccccc1 (stereo not given) | -2 | 0 | 0.5 | 0 | 16 | 40 | 0 | 15 | -15
O=C(C1CC1)N1CCc2cc(Br)cc(S(=O)(=O)NCc3ccccn3)c21 | 8 | 5 | -0.4 | -1 | -19 | 8 | 1 | 33 | 10
CCOC(=O)C1CCN(c2ncnc3c2c(-c2ccccc2)cn3-c2ccc(C)cc2)CC1 | 0 | 8 | -1.1 | 0 | 22 | 7 | -3 | 2 | 3
Cn1c(N2CCCCC2)cc(=O)n(C)c1=O | 1 | -5 | -0.4 | 2 | -17 | 6 | 1 | 39 | 12
COc1cc(/C=N/NC(=O)c2ccc(N3CCCC3=O)cc2)ccc1O | 6 | 6 | 0.3 | 5 | 14 | 14 | 0 | 14 | -15
CC(=O)c1c(N2CCN(Cc3ccc4c(c3)OCO4)CC2)nc(=S)n(-c2ccccc2)c1C | 0 | 14 | 1.5 | 2 | -4 | 17 | 0 | 10 | 6
COc1ccc(Nc2cccccc2=O)cc1 | 1 | -4 | 2.8 | -2 | 4 | 23 | 4 | -4 | 18
Cc1ccc(C(C(=O)NC2CCCC2)N(C(=O)CNC(=O)c2ccco2)c2ccccc2)o1 (stereo not given) | -4 | 9 | 1.0 | -3 | 10 | 12 | 2 | 7 | 9
COc1ccccc1C(=O)N(C1=NC(C)CS1)c1ccc(Cl)cc1 (stereo not given) | -3 | 16 | 2.7 | 0 | 13 | 31 | -1 | 40 | 6
O=S(=O)(NC1=NCCCCC1)c1ccccc1Cl | -1 | -6 | -0.3 | -1 | -16 | -5 | 0 | -9 | 6
NC(=O)COC(=O)c1ccc(C(=O)C(=O)c2ccccc2)cc1 | -2 | 3 | 0.0 | -3 | -12 | 33 | 1 | 21 | 8
Cc1ccccc1OC(C)C(=O)Nc1ccc(S(=O)(=O)Nc2nccs2)cc1 (stereo not given) | -3 | -10 | -2.0 | -13 | 26 | 12 | -5 | 14 | 2
COc1ccc(CNS(=O)(=O)c2cc(-c3cc(C)no3)ccc2C(C)C)cc1 | 1 | 9 | -0.8 | -6 | 50 | 18 | 1 | 22 | 4
Cc1nn(C(C)C(=O)Nc2ccc(Cl)cn2)c(C)c1[N+](=O)[O-] (stereo not given) | 0 | -6 | -2.3 | -1 | -2 | -8 | -4 | 5 | -1
Brc1ccc(CNc2nc3ccccc3n2CCN2CCCCC2)cc1 | 2 | -1 | -0.1 | 0 | 15 | 18 | -3 | 27 | 36
Cc1ccccc1N1C(=O)C2C3CC(=O)C(c4ccccc43)C2C1=O (stereo not given) | -2 | 17 | 0.0 | 0 | -1 | 10 | -2 | 21 | -5
COc1ccccc1CNC(=O)[C@@H]1CCCN1C(=O)C1CCN(S(=O)(=O)c2ccc(C)cc2)CC1 | 0 | -11 | -2.0 | -1 | 4 | 1 | -1 | 14 | 5
Cc1ccc(S(=O)(=O)NCC(c2ccc3c(c2)OCO3)N2CCOCC2)cc1 (stereo not given) | -4 | -3 | 4.1 | 1 | 17 | 12 | 0 | 18 | 15
CCN(CC)C(=O)c1ccc(COc2ccccc2Cl)cc1 | 0 | 20 | 3.2 | 5 | -8 | 42* | -2 | 7 | 22
Cc1cccc(N(CC(O)CON=C2c3ccccc3-c3ccccc32)S(C)(=O)=O)c1 (stereo not given) | 0 | 14 | -2.5 | -1 | 44 | 34 | -3 | 21 | 21
CCN1CCN(S(=O)(=O)c2ccc(Cl)c(C(=O)NC3CC3)c2)CC1 | -3 | 5 | -1.9 | 0 | 26 | -7 | 0 | -8 | 0
CC(=O)N1CCN(C(=O)c2ccc(S(=O)(=O)Nc3cccc(C(F)(F)F)c3)cc2)CC1 | 3 | 4 | 2.8 | . | -5 | 2 | -3 | 9 | 3
COc1ccc(Cl)cc1S(=O)(=O)N1CCC(C(=O)NC2CCCC2)CC1 | -5 | -7 | -1.1 | 1 | 7 | 10 | -4 | 3 | 0
NC(=O)COc1ccc2c3c(c(=O)oc2c1)CCCCC3 | -2 | 16 | 1.5 | -4 | 6 | 12 | 0 | 3 | 19
CCN(CC)S(=O)(=O)c1cccc(C(=O)OCC(=O)NCc2ccccc2OC)c1 | 5 | 6 | 0.1 | 0 | 20 | 5 | -1 | 11 | 5
CSc1nc2nc3c(c(=O)n2[nH]1)CCCC3 | -2 | 6 | 3.3 | -1 | 6 | -8 | 0 | 1 | 14
COc1ccccc1C(=O)N/C(N)=N/c1nc2ccccc2o1 | -9 | -29 | 1.0 | -2 | -61 | 25 | 5 | 5 | 20
CCN(CC(=O)Nc1ccc(OC)cc1)C(=O)c1ccc(N2C(=O)CCC2=O)cc1 | -4 | 9 | -0.3 | 1 | -16 | -3 | -1 | 3 | 6
CCOc1ccc(NC(=O)Cn2ncc3ccccc32)cc1 | -1 | -19 | 8.9 | 7 | -19 | -40 | -4 | -18 | 13
Cc1ccc(S(=O)(=O)NCCC(=O)N2CCCCCCC2)cc1C | -6 | 1 | 0.9 | -1 | 16 | 12 | 1 | 31 | 16
CCOc1ccc(C(CC(=O)O)NC(=O)c2sc3ccccc3c2Cl)cc1 (stereo not given) | -1 | 1 | -1.6 | 3 | 10 | 16 | -3 | 22 | 12
COc1ccc(S(=O)(=O)N2CCCOC2CNC(=O)C(=O)NCCCN2CCOCC2)cc1C (stereo not given) | 0 | 14 | 0.9 | 0 | -1 | -5 | -2 | 9 | 18
Cc1ccccc1CSc1nnc(C)c(=O)n1N | -1 | -6 | 2.4 | -2 | 14 | -1 | 0 | -7 | -11
O=C(CSc1cn(CCNC(=O)c2cccs2)c2ccccc12)NC1CCCC1 | -1 | -3 | -1.8 | -1 | 11 | 5 | 0 | 16 | 0
CC1C=CCC2C(=O)N(c3ccc(Cl)cc3O)C(=O)C12 (stereo not given) | -2 | 3 | -0.3 | -1 | 15 | 7 | -2 | 24 | 4
Cn1nccc1C(=O)Nn1cnnc1 | -2 | 12 | -1.1 | 1 | 19 | 1 | -3 | 6 | 24
Cc1nnc(N2C(=O)c3cccc4c([N+](=O)[O-])ccc(c34)C2=O)s1 | 0 | 36 | 13 | -1 | 61* | 85* | 4 | 67* | 10
COc1ccc(CC(=O)O/N=C(\N)c2ccncc2)cc1 | -3 | 1 | -0.4 | 0 | 21 | 8 | -2 | -6 | 16

The closing two entries of the part above lead into the next:
mol | APJ agonist | TIM10 inh | CHOP UPR activ | GRIN3A LBD mod | Mdm2 MdmX PPI | tim10-1 inh | XBP1 UPR activ | tim23-1 inh | NLRP3 yeast inh
Cc1nnc(N2C(=O)c3cccc4c([N+](=O)[O-])ccc(c34)C2=O)s1 | 0 | 36 | 13 | -1 | 61* | 85* | 4 | 67* | 10
COc1ccc(CC(=O)O/N=C(\N)c2ccncc2)cc1 | -3 | 1 | -0.4 | 0 | 21 | 8 | -2 | -6 | 16
COc1ccc(OC)c(-c2csc(NC(=O)C3=COCCO3)n2)c1 | -2 | 21 | 1.9 | -1 | 7 | 38 | 9 | 40 | 24
CC(=O)c1cc(CN2CCN(Cc3ccccc3)C(CCO)C2)cs1 (stereo not given) | -2 | -5 | -1.8 | -1 | 18 | -6 | -3 | 11 | 14
COc1cccc(NC(=O)c2cc([N+](=O)[O-])ccc2N2CCN(C)CC2)c1 | -2 | -4 | -1.0 | 1 | -7 | 8 | 1 | 1 | -2
Cc1ccccc1N=C1SC(CC(=O)Nc2ccc3ccccc3c2)C(=O)N1Cc1ccccn1 (stereo not given) | 1 | 24 | 3.1 | 22* | 36 | 27 | 0 | 25 | 15
Cc1ccc(NC(=O)COC(=O)/C=C/c2ccco2)cc1S(=O)(=O)N(C)C | -14 | 11 | -0.5 | -1 | -20 | 25 | 0 | 22 | 12
CCCCCCn1cnc2c(oc3nc4c(cc32)CCCC4)c1=O | -3 | 43* | 6.0 | 0 | -135 | 9 | 11 | 11 | 18
Cn1c(CN2CCOCC2)c(C#N)c2ccccc21 | -2 | -7 | 0.1 | 1 | 2 | 13 | 0 | -6 | -13
CCOC(=O)N1CCC(n2c(SCC(=O)Nc3nccs3)nc3ccsc3c2=O)CC1 | -4 | 18 | 0.9 | 2 | 2 | 29 | -2 | 23 | 13
CCN1CCN(C(=O)c2ccc(CS(=O)(=O)Cc3ccccc3F)o2)CC1 | -3 | 4 | -1.2 | 4 | -20 | 2 | -2 | 9 | 9
CCOC(=O)C(C)(C)C(=O)C(C)(C)C(O)c1ccccn1 (stereo not given) | -4 | -16 | -0.3 | 1 | 26 | 9 | -1 | 12 | 1
O=C(CCN1C(=O)/C(=C/c2cccs2)SC1=S)Nc1cccc(O)c1 | -4 | 15 | 1.7 | 11* | 35 | -10 | -2 | 12 | 23
CC1(C)CC(=O)CC(=Nc2ccc3[nH]c(=O)[nH]c3c2)C1 | -2 | 4 | -2.7 | 0 | 2 | 11 | -3 | 5 | 5
Brc1ccc(-c2csc(-c3c[nH]c4ccccc34)n2)cc1 | 2 | 18 | 5.1 | 47* | -77 | 27 | 0 | 29 | 11
O=C(CCC1CCCN(c2ncccn2)C1)N1CCN(c2ccccn2)CC1 (stereo not given) | -2 | 2 | -0.4 | -2 | 16 | 16 | -1 | 0 | -4
CC(=O)N/N=C(\C)c1ccc2c(c1)OCCO2 | 0 | -1 | 3.6 | -1 | -8 | 9 | 3 | 7 | 3
COc1ccccc1NC(=O)Cn1ncc2c1-c1ccccc1OC2 | -2 | 1 | -0.2 | 4 | -13 | 5 | -1 | 24 | 9
CC(C)=CCCC(C)CN1CCC(N2CCC(C(=O)NC(C)C)CC2)CC1 (stereo not given) | -1 | -60 | 1.2 | -2 | 29 | -20 | 0 | -19 | 9
COc1cc(C(=S)N2CCOCC2)ccc1OS(=O)(=O)c1ccc(Cl)cc1 | -1 | -6 | 1.9 | 0 | -12 | 22 | -4 | 9 | 2
CCN(CC(=O)NCc1ccc(F)cc1)C(=O)c1ccc(C(=O)c2ccccc2)cc1 | -2 | -4 | -1.9 | -1 | 27 | 17 | -3 | 19 | -6
O=C(Nc1ccc(S(=O)(=O)N2CCCCC2)cc1)c1ccccc1F | 1 | 25 | 2.1 | 2 | 33 | 31 | -4 | 29 | 24
